Growth percent in the NCI-60 one-dose screen (48 h, 10 µM unless noted): 100 = growth as untreated, 0 = no growth, -100 = all killed.
NCI-H522: NCI-H522 lung cancer. hit rate 8% among 78,000. AID 1794739
COLO 205: COLO 205 colon cancer | hit rate 7.3% among 79,000 | AID 1794742
HCT-15: HCT-15 colon cancer; hit rate 5.2% among 82,000
NCI-H322M: NCI-H322M lung cancer | hit rate 2.7% among 80,000
HCT-116: HCT-116 colon cancer | hit rate 7.3% among 82,000 | AID 1794798
NCI-H23: NCI-H23 lung cancer. hit rate 4% among 80,000. AID 1794731
NCI/ADR-RES: NCI/ADR-RES ovarian cells. AID 1794790. hit rate 4.4% among 81,000
NCI-H460: NCI-H460 lung cancer. hit rate 6.8% among 82,000. AID 1794736
NCI-H226: NCI-H226 lung cancer; hit rate 3.5% among 79,000; AID 1794732
The depositor's hits bear a star; x = no result given; & = joins results of further samples. How the source made its calls: active means growth percent below 10; inactive means the rest.

#1 Cc1cc(N/N=C/c2nc(-c3ccc(Cl)cc3)oc2C)c2cc(Br)ccc2n1
#2 CCN1C(=O)N(CC)C2Nn3c(s/c(=C4\C(=O)N(C(C)C)c5ccccc54)c3=O)=NC21 (stereo unspecified)
#3 O=C(Oc1cc([N+](=O)[O-])c(Cl)cc1Cl)C(=O)Oc1cc([N+](=O)[O-])c(Cl)cc1Cl
#4 C[C@H]1c2[nH]c3ccccc3c2C[C@H]2C(=O)N(CCCCCCC(=O)NO)CC(=O)N21
#5 COc1ccc2c(c1)c(-c1nc(-c3c[nH]c4c(Cl)nccc34)cs1)cn2C
#6 CCCCC(=O)N/N=C/c1c(O)ccc2ccccc12
#7 COC(=O)/C=C/c1cccnc1
#8 O=C1NC(=O)c2c1c1c3ccccc3ccc1c1[nH]c3ccc(Br)cc3c21

compound no.	1	2	3	4	5	6	7	8
NCI-H522	-1.0*	27	100	66	87	18	108	20
COLO 205	92	7.7*	116	90	94	87	97	9.3*
HCT-15	-20*	22	108	99	64	30	100	13
NCI-H322M	73	61	110	85	91	44	105	21
HCT-116	4.4*	6.5*	106	73	93	20	106	8.0*
NCI-H23	96	37	98	x	74	46	107	2.1*
NCI/ADR-RES	15	7.1*	108	106	96	17	117	3.5*
NCI-H460	-47*	21	98	83	31	28	111	3.5*
NCI-H226	93	x	100	95	37	79	103	49

#9 CCCC(NC(=O)c1cccc(N2C(=O)/C(=C/c3cccc(F)c3)SC2=S)c1)C(=O)O (stereo unspecified)
#10 O=C(O)c1cc(-c2ccc(Cl)cc2)nc2cc(Cl)ccc12
#11 Nc1ncnc2c1N=C(c1ccc(Cl)cc1)CC(c1sc(Cl)nc1Cl)N2 (stereo unspecified)
#12 O=C(N/N=C/c1c[nH]c2ccccc12)Nc1ccccc1
#13 O/C=C(\Cl)CCl
#14 O=C1CCC(N2C(=O)C(=O)c3ccccc32)N1 (stereo unspecified)
#15 COc1cc2c(c(O)c1Cl)C(=O)c1c(O)cc(C[C@H](C)O)cc1[C@H]2[C@H]1c2cc(C[C@H](C)O)cc(O)c2C(=O)c2c1cc(OC)c(Cl)c2O
#16 C#CC(C)ON1C(=O)c2ccccc2C1=O (stereo unspecified)

compound no.	9	10	11	12	13	14	15	16
NCI-H522	93	104	60	84	97	89	5.6*	95
COLO 205	112	129	98	116	102	113	-73*	124
HCT-15	100	106	90	102	103	101	8.8*	107
NCI-H322M	103	x	107	103	119	101	18	118
HCT-116	93	104	80	101	x	99	9.5*	116
NCI-H23	98	102	98	98	107	96	9.4*	101
NCI/ADR-RES	101	104	x	101	111	99	71	x
NCI-H460	100	101	99	111	104	116	-0.3*	116
NCI-H226	90	107	86	103	105	113	19	98

#17 CC(=O)c1ccc(N2C(=O)c3ccc(Oc4ccccc4)cc3C2=O)cc1
#18 O=C1C=CC(=O)C2=C1CCCC2
#19 c1cc(-c2nc(N3CCOCC3)c3c4c(sc3n2)CCCCCC4)ccn1
#20 CC(=O)n1nc(C(=O)OCCC(C)C)c2cc3c(cc21)OCO3
#21 CCCCCCCCCCCCCCCCCC(=O)Nc1ccc(C)cc1NC(=O)CCCCCCCCCCCCCCCCC
#22 C#CC1(OCC(O)CO)CCCCC1 (stereo unspecified)
#23 COc1cc(C(=O)N/N=C/C(=O)O)cc(OC)c1OC
#24 NC(=O)N1N=C(c2ccc(F)cc2)CC1c1cn(-c2ccccc2)nc1-c1ccc(Cl)cc1 (stereo unspecified)

compound no.	17	18	19	20	21	22	23	24
NCI-H522	93	94	x	78	91	127	112	88
COLO 205	116	110	101	108	110	101	137	110
HCT-15	111	92	79	100	106	109	122	99
NCI-H322M	106	92	114	101	99	109	122	97
HCT-116	104	92	77	86	97	106	105	89
NCI-H23	101	86	92	93	98	102	107	91
NCI/ADR-RES	105	95	81	101	100	106	115	86
NCI-H460	105	96	92	104	105	112	124	106
NCI-H226	99	80	x	82	98	99	120	115

Record cards (already shown). Values in the order: NCI-H522	COLO 205	HCT-15	NCI-H322M	HCT-116	NCI-H23	NCI/ADR-RES	NCI-H460	NCI-H226
COc1cc(C(=O)N/N=C/C(=O)O)cc(OC)c1OC as listed: 112	137	122	122	105	107	115	124	120
C#CC1(OCC(O)CO)CCCCC1 (stereo unspecified) as listed: 127	101	109	109	106	102	106	112	99

More compounds follow:
#25 O=c1oc2c(O)cccc2c2ccccc12
#26 CC(CO)C1CCCCC1 (stereo unspecified)
#27 CCCCOc1ccc(NC(=O)n2nc(N)c3cc(Cl)ccc32)cc1
#28 O=C1c2cccnc2C(=O)c2c1c(C(=O)NCCn1ccnc1)c1ccccn21
#29 O=C1O[C@@H](CO)[C@H](O)[C@@H](O)[C@@H]1O
#30 C#Cc1cc(C(=O)Nc2cc(-n3cnc(C)c3)cc(C(F)(F)F)c2)ccc1C
#31 Cc1nn(-c2ccccc2)c2nc(C)n(/N=C/c3c[nH]c4ccccc34)c(=O)c12
#32 COc1cc(-c2nn(-c3ccc(NC(=O)Nc4ccc(Cl)c(Cl)c4)cc3)cc2-c2ccncc2)ccc1Cl

compound no.	25	26	27	28	29	30	31	32
NCI-H522	101	97	81	-9.6*	95	87	72	x
COLO 205	106	110	119	-28*	113	116	113	20
HCT-15	100	107	76	30	102	88	86	29
NCI-H322M	105	96	85	22	97	95	95	68
HCT-116	106	101	81	-8.0*	103	89	91	13
NCI-H23	95	96	89	5.0*	103	103	83	23
NCI/ADR-RES	101	103	97	75	106	105	95	16
NCI-H460	103	106	107	-41*	116	97	94	7.1*
NCI-H226	85	100	104	52	108	92	83	53

#33 CCCCc1nc(Cl)c(C2CC(c3ccc(C(F)(F)F)cc3)=NN2c2cc(Cl)cc(Cl)c2)[nH]1 (stereo unspecified)
#34 CCCc1ncc(C[n+]2ccccc2C)c(N)n1
#35 CC1=CCC2CC1C2(C)C (stereo unspecified)
#36 Cc1cccc(C(=O)c2cccc(Cl)c2)c1O
#37 COc1ccc2sc(C(=O)NCc3cccc(F)c3)cc2c1
#38 O=C(O)c1ccc(-n2cc(/C=N/Nc3ccc(Cl)cc3)c(-c3ccc(O)cc3)n2)cc1
#39 CN1N=C2c3cn(C)cc3CCC2C1=O (stereo unspecified)
#40 O=C1NC(=O)C(CSc2ccccc2)(c2ccccc2)N1 (stereo unspecified)

compound no.	33	34	35	36	37	38	39	40
NCI-H522	82	94	40&93	94	63	55	107	x
COLO 205	102	107	103&89	103	105	123	x	98
HCT-15	92	101	94&99	96	88	62	102	119
NCI-H322M	96	114	95&92	112	76	76	118	87
HCT-116	88	107	92	105	82	88	93	102
NCI-H23	89	93	94&81	107	80	95	98	98
NCI/ADR-RES	96	96	82&102	110	83	72	x	100
NCI-H460	90	113	102&106	103	92	101	109	118
NCI-H226	79	94	98&101	102	85	88	102	x

#41 CC1(C)CC([P+](c2ccccc2)(c2ccccc2)c2ccccc2)=NN1
#42 O=c1c(/C=C/c2c(O)ccc3ccccc23)nnc2sc(-c3cccc(Br)c3)nn12
#43 Brc1c(-c2nc(-c3ccccc3)c(-c3ccccc3)[nH]2)sc2ccccc12
#44 O=C(N/N=C/c1ccccc1O)c1cc(-c2nc3ccccc3[nH]2)nc2ccccc12
#45 CCOC(=O)c1csc(NC(=O)CSc2nc3sc4c(c3c(=O)n2-c2ccc(Cl)cc2)CCCC4)n1
#46 Nc1c(C(=O)Nc2ccc(Cl)cc2)sc2nc(-c3cnccn3)cc(-c3cccs3)c12
#47 COc1cc(/C(N)=N/C(N)=N/c2nc3ccccc3s2)cc(OC)c1OC
#48 CCCCCCCCCCCCCCCCNC1=C(Cl)C(=O)c2ccccc2C1=O

compound no.	41	42	43	44	45	46	47	48
NCI-H522	27	75	78	93	93	93	39	80
COLO 205	-50*	99	117	110	133	96	99	106
HCT-15	94	32	82	97	98	62	66	104
NCI-H322M	81	43	93	96	101	70	101	92
HCT-116	17	46	54	102	105	42	93	81
NCI-H23	28	76	70	90	x	x	78	89
NCI/ADR-RES	105	60	80	92	107	68	66	96
NCI-H460	17	34	85	101	100	63	88	107
NCI-H226	53	67	83	94	101	13	88	97

#49 C=C(C)CN1C(=O)C(C)S/C1=N/N=C1/SCC(=O)N1C (stereo unspecified)
#50 Cc1ccc(S(=O)(=O)Nc2ccc(-c3cc(-c4ccccc4F)c(C#N)c(N)n3)cc2)cc1
#51 CCOC(=O)N1CCc2c(sc3c2C(=O)N[C@H](c2ccc(OC)cc2)N3)C1
#52 Cc1nc2ccccc2nc1SCc1n[nH]c(=S)o1
#53 COc1ccc(C(=O)/C=C/Nc2cc(-c3ccccc3)nn2-c2ccccc2)cc1
#54 C#CCOc1ccccc1/C=N/Nc1nc(-c2ccc(C#N)cc2)cs1
#55 CC(=O)Nc1ccc(C=O)cc1
#56 CC(=O)c1ccc2c(c1)C(C)(C)C(C)CC2(C)C (stereo unspecified)

compound no.	49	50	51	52	53	54	55	56
NCI-H522	108	60	76	93	83	74	126	98
COLO 205	109	118	x	109	110	104	116&108	108
HCT-15	96	63	106	103	88	78	103&102	98
NCI-H322M	89	92	105	93	93	92	105&139	96
HCT-116	90	59	93	99	86	87	96&101	100
NCI-H23	96	86	103	94	90	82	101&105	93
NCI/ADR-RES	x	83	102	97	93	83	105&111	100
NCI-H460	102	95	104	107	98	97	101&111	107
NCI-H226	104	71	95	88	80	71	99&108	99

#57 COc1cc(C(=O)N2CCN(c3ccccc3OC)CC2)c(NC(=O)c2cnccn2)cc1OCc1ccccc1
#58 O=C1Nc2ccccc2/C1=C\c1c(-c2ccc(F)cc2)nc2ccccn12
#59 COc1cc(-c2nnc(-c3c(-c4ccc(F)cc4)nc4ccccn34)o2)cc(OC)c1OC
#60 O=[N+]([O-])c1ccc(-[n+]2cc([O-])on2)cc1
#61 CN1CCN(c2ccc(Nc3nc(NCCNS(=O)(=O)c4ccc(F)cc4)c4sccc4n3)cc2)CC1
#62 CN(C)c1ccc(/C=C2\SC(N3CCCCC3)=NC2=O)cc1
#63 Cc1cc(Nc2nc(N3CCOCC3)nc3ccccc23)n[nH]1
#64 CCCCCCCCCC(N)=O

compound no.	57	58	59	60	61	62	63	64
NCI-H522	74	43	4.7*	88	103	x	40	93
COLO 205	99	77	107	123	111	121	65	113
HCT-15	82	58	91	104	82	65	39	92
NCI-H322M	69	83	92	104	101	117	66	101
HCT-116	88	64	34	112	70	95	40	101
NCI-H23	78	49	81	102	94	105	81	99
NCI/ADR-RES	79	35	62	98	103	99	86	101
NCI-H460	121	83	53	110	100	111	69	103
NCI-H226	88	79	54	110	97	103	58	91

As a short view, 16 of the compounds above.
#47 COc1cc(/C(N)=N/C(N)=N/c2nc3ccccc3s2)cc(OC)c1OC
#48 CCCCCCCCCCCCCCCCNC1=C(Cl)C(=O)c2ccccc2C1=O
#49 C=C(C)CN1C(=O)C(C)S/C1=N/N=C1/SCC(=O)N1C (stereo unspecified)
#50 Cc1ccc(S(=O)(=O)Nc2ccc(-c3cc(-c4ccccc4F)c(C#N)c(N)n3)cc2)cc1
#51 CCOC(=O)N1CCc2c(sc3c2C(=O)N[C@H](c2ccc(OC)cc2)N3)C1
#52 Cc1nc2ccccc2nc1SCc1n[nH]c(=S)o1
#53 COc1ccc(C(=O)/C=C/Nc2cc(-c3ccccc3)nn2-c2ccccc2)cc1
#54 C#CCOc1ccccc1/C=N/Nc1nc(-c2ccc(C#N)cc2)cs1
#55 CC(=O)Nc1ccc(C=O)cc1
#56 CC(=O)c1ccc2c(c1)C(C)(C)C(C)CC2(C)C (stereo unspecified)

compound no.	47	48	49	50	51	52	53	54	55	56
NCI-H522	39	80	108	60	76	93	83	74	126	98
COLO 205	99	106	109	118	x	109	110	104	116&108	108
HCT-15	66	104	96	63	106	103	88	78	103&102	98
NCI-H322M	101	92	89	92	105	93	93	92	105&139	96
HCT-116	93	81	90	59	93	99	86	87	96&101	100
NCI-H23	78	89	96	86	103	94	90	82	101&105	93
NCI/ADR-RES	66	96	x	83	102	97	93	83	105&111	100
NCI-H460	88	107	102	95	104	107	98	97	101&111	107
NCI-H226	88	97	104	71	95	88	80	71	99&108	99

#57 COc1cc(C(=O)N2CCN(c3ccccc3OC)CC2)c(NC(=O)c2cnccn2)cc1OCc1ccccc1
#58 O=C1Nc2ccccc2/C1=C\c1c(-c2ccc(F)cc2)nc2ccccn12
#59 COc1cc(-c2nnc(-c3c(-c4ccc(F)cc4)nc4ccccn34)o2)cc(OC)c1OC
#60 O=[N+]([O-])c1ccc(-[n+]2cc([O-])on2)cc1
#61 CN1CCN(c2ccc(Nc3nc(NCCNS(=O)(=O)c4ccc(F)cc4)c4sccc4n3)cc2)CC1
#62 CN(C)c1ccc(/C=C2\SC(N3CCCCC3)=NC2=O)cc1

compound no.	57	58	59	60	61	62
NCI-H522	74	43	4.7*	88	103	x
COLO 205	99	77	107	123	111	121
HCT-15	82	58	91	104	82	65
NCI-H322M	69	83	92	104	101	117
HCT-116	88	64	34	112	70	95
NCI-H23	78	49	81	102	94	105
NCI/ADR-RES	79	35	62	98	103	99
NCI-H460	121	83	53	110	100	111
NCI-H226	88	79	54	110	97	103

Following part
#65 COc1ccc(N2CCN(Cc3nnc4n(Cc5ccccc5)c(=O)c5c6c(sc5n34)CCCC6)CC2)cc1
#66 Cc1ccn2c1C(=O)N(c1ccccc1)C2=S
#67 Cc1ccc(CC(=O)O)c(C)c1
#68 Nc1cccc(C(=O)Nc2ccccc2)c1
#69 NC(=S)N1N=C(c2ccccc2)CC1c1ccc2c(c1)OCO2 (stereo unspecified)
#70 O=C(NCn1c(=O)[nH]c2ccccc2c1=O)Nc1ccccc1
#71 CCCCCN1C=C/C(=C\C(=O)N(C)c2ccccc2)c2ccccc21
#72 CCCCCCCCCCCN(c1ccc(C(=O)OCC)cc1)S(=O)(=O)c1ccc(C)cc1

compound no.	65	66	67	68	69	70	71	72
NCI-H522	76	98	85	96	x	95	87	86
COLO 205	106	122	113	109	119	113	111	122
HCT-15	101	105	103	104	88	105	95	91
NCI-H322M	86	105	108	107	107	105	106	102
HCT-116	82	101	107	102	65	108	84	79
NCI-H23	103	91	91	96	75	104	78	95
NCI/ADR-RES	105	104	101	105	94	98	98	110
NCI-H460	107	115	x	108	93	109	104	103
NCI-H226	95	94	100	105	80	84	95	86
